# High-throughput results as filed in PubChem.
# TEAD-YAP block: TEAD-YAP interaction inhibition, primary screen, TEAD-YAP interaction inhibitor project, luminescence, HEK-TIYL cells; inhibition, % at 9.12 µM; TEAD-Gal4/YAP UAS-luciferase luminescence; AID 1259422, 2018; 1.4% of 640,000 active; in the data active means inhibition above about 32%;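 further: 0% = median of test compound wells and 100% = reference inhibitor wells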
# FBW7 activator: FBW7 E3 ligase activators, primary screen, biochemical, AlphaScreen, human. F-box/WD repeat-containing protein 7 (Homo sapiens), Q969H0. AlphaScreen FBW7–phospho-cyclin E peptide binding, activator screen. normalized activity (activation), % at 26.1 µM. 0.13% of 650,000 active. AID 1259310, 2017; in the data active means normalized activity above about 1.9%;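 further: purified mutant Fbw7 with reduced substrate affinity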
# GPR151 activ: activators of human GPR151, primary screen, cell-based, PathHunter beta-arrestin, luminescence. G-protein coupled receptor 151 (Homo sapiens), Q8TDV0. PathHunter beta-arrestin GPR151 cells. activation, % at 11.2 µM. 1% of 650,000 active; in the data active means activation above about 4.9%;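 further: 0% = median of compound wells and 100% = cells with positive control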
# Target sequence (Q8TDV0 whole entry, looked up): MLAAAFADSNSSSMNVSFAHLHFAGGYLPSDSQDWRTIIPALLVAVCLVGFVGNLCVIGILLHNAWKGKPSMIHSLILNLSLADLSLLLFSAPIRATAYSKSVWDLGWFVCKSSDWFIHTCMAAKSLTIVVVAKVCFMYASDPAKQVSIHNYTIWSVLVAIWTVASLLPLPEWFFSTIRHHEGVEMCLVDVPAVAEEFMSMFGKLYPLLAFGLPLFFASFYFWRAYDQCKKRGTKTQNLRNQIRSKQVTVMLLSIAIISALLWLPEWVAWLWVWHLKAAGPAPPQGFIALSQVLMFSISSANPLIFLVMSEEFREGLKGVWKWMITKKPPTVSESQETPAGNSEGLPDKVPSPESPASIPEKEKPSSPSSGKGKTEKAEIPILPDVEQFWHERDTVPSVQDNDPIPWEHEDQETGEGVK
# MITF primary: MITF inhibitors, primary screen, biochemical, AlphaScreen, human; Microphthalmia-associated transcription factor (Homo sapiens), O75030; AlphaScreen MITF homodimerization, bead proximity signal; 0.91% of 650,000 active; inhibition, % at 2.6 µM; in the data active means inhibition above about 50%;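 further: 0% = vehicle wells with protein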
# Target sequence (O75030 whole entry, looked up): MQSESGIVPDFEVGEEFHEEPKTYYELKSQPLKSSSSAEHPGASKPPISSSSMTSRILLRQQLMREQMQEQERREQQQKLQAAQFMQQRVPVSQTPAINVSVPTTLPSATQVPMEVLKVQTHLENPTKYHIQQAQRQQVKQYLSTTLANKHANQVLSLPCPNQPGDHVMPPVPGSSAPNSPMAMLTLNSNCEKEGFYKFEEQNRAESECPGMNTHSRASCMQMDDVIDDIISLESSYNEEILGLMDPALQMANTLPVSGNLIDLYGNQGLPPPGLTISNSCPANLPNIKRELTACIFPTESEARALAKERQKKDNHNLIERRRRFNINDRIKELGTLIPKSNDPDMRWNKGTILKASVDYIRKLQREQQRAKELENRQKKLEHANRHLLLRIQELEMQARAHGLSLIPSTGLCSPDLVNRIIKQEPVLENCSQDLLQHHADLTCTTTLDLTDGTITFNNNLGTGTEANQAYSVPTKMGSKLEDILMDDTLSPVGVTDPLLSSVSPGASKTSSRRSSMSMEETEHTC
# Starred values were filed as active, the others as inactive. Hits appear at their usual frequency, and some 3.4% of all compounds hit somewhere here.
SMILES	TEAD-YAP block	FBW7 activator	GPR151 activ	MITF primary
CN(CC(=O)Nc1ccc(C(N)=O)cc1)CC(=O)Nc1ccccc1Cl	-5	0.1	1.4	-11
CCS(=O)(=O)CC(C(C)(C)C)S(=O)(=O)CC (stereo not drawn)	-3	0.0	-0.9	-3
COc1ccc(CC(=O)Nc2ncc3ccc(-c4cn[nH]c4)cc3c2Cl)cc1	40*	0.7	0.5	14
O=C(c1ccc([N+](=O)[O-])cc1)N1CCSC1c1ccc(Br)cc1 (stereo not drawn)	0	1.6	-1.0	70*
CCC(=O)c1ccccc1OCCNC	2	-0.3	0.0	26
COCCCn1c(Cc2ccccc2)nnc1SCC(=O)N1CCCCC1	8	0.1	-1.3	12
CC1(C)Oc2ccc(C(=O)N3CCOCC3)cc2N(CC(=O)Nc2ccccc2)C1=O	-12	0.0	-0.3	1
CCc1cccc(C)c1-n1nnnc1C1(Nc2cccc(C(F)(F)F)c2)CCCCC1	8	-0.1	0.1	15
Nn1cnn2c(SCC(=O)N3CCN(C(=O)CSc4nnc5n(N)cnn45)CC3)nnc12	-7	-0.1	-1.4	-3
CC(=O)c1ccc(OCc2cc(C(=O)N(C)CCn3ccnc3C)no2)cc1	3	0.1	3.8	14
CCC(Sc1nc2ccccc2c2nc(C)nn12)C(=O)Nc1ccc(OC)cc1 (stereo not drawn)	5	-0.1	0.0	3
Cc1nnc(SCC(=O)Nc2nc3ccccc3s2)n1Cc1ccco1	5	0.0	-0.1	-4
CCOc1cc(Br)c(C2C(C#N)=C(N)Oc3cc(O)ccc32)cc1OC (stereo not drawn)	2	-0.1	0.5	-4
O=C(Nc1ccc([N+](=O)[O-])cn1)c1ccccc1I	-10	-0.1	0.4	9
O=C(Nn1c(SCc2ccccc2Cl)nc2ccsc2c1=O)c1cccc(Br)c1	-3	0.0	-1.0	9
O=C1/C(=C\c2cc(Br)ccc2O)N=C2CCCCCN12	-7	0.1	0.1	18

# The last two records of the section above open the next one.
SMILES	TEAD-YAP block	FBW7 activator	GPR151 activ	MITF primary
O=C(Nn1c(SCc2ccccc2Cl)nc2ccsc2c1=O)c1cccc(Br)c1	-3	0.0	-1.0	9
O=C1/C(=C\c2cc(Br)ccc2O)N=C2CCCCCN12	-7	0.1	0.1	18
O=C(Nc1ccc(S(=O)(=O)N2CCc3ccccc32)cc1)Nc1cccc(Cl)c1	-2	0.0	3.4	12
Cc1ccc(CC(=O)Nc2ccc(Cl)c([N+](=O)[O-])c2)cc1	-2	0.1	1.6	9
CCCN(CCC)CCNC(=O)CCNC(=O)Cn1cnc2ccccc2c1=O	-15	-0.1	-0.6	3
Cc1ccc(NC(=O)c2ocnc2C)cc1Cl	-42	0.0	-1.6	0
CN(C)NC(=O)c1cccc2c1-c1ccc(I)cc1C2	7	-0.1	-0.8	3
CCN(CC)C(=O)C1CCCN(c2nc(Nc3ccc(N4CCOCC4)cc3)c3ncn(-c4ccccc4)c3n2)C1 (stereo not drawn)	17	0.1	1.8	11
CC(=O)c1ccc(NC(=O)CCOc2cccc(C)c2)cc1	-8	0.2	-0.9	-15
COC(=O)C1=C(O)C(C(=O)OC)C(c2ccc(C)cc2)C(C#N)(C#N)C1c1ccc(F)cc1 (stereo not drawn)	9	0.0	1.6	8
CC(NC(=O)NC(=O)C(F)(F)F)C1CC2CCC1C2 (stereo not drawn)	-5	0.2	0.7	4
O=C1NCCN(Cc2ccc(F)cc2)C1CC(=O)N(Cc1ccccc1)CC1CC1 (stereo not drawn)	-12	-0.1	3.3	-5
COC(=O)CN(c1ccccc1Cl)S(=O)(=O)c1ccc(C)cc1	-9	0.0	0.8	-5
COc1ccc(/C=C/C(=O)n2nc(N)c3cc4ccc(OC)cc4nc32)cc1	8	0.0	-2.1	9
O=C(CSc1nnnn1Cc1ccccc1)c1ccc(F)cc1	-17	0.1	1.9	3
Clc1ccc(C2CC(c3ccc(Br)cc3)Nc3nnnn32)cc1 (stereo not drawn)	6	0.0	2.0	12
COc1ccccc1NC(=O)CSc1nc2ncccc2[nH]1	-14	0.5	0.3	-1
CC(CC(=O)O)CC(=O)N1CCCC1c1nc(-c2ccccc2)c2ccccn12 (stereo not drawn)	6	-0.4	1.9	-2
CCOc1ccc(C(=O)CCC(=O)OCC(=O)c2ccc(OC)c(Br)c2)cc1	-6	0.0	1.1	10
O=C(Nc1ccnn1C1CCN(Cc2ccon2)CC1)c1ccc2c(c1)OCO2	-5	0.1	-0.1	0
COC(=O)CNC(=O)c1ccccc1Cl	-8	0.1	-0.9	-10
CN(C)c1ccc(NC(=O)CSc2nnc(-c3ccc(NS(C)(=O)=O)cc3)o2)cc1	16	-0.1	-0.8	4
CCOC(=O)c1ccccc1NC(=O)C(C)N1C(=O)c2cccc3cccc1c23 (stereo not drawn)	-16	0.1	0.8	-37
Cc1ccc2nc(-c3ccccc3)cc(C(=O)Nc3ccc(Oc4ccccc4)cc3)c2c1	2	0.8	-0.7	-1
COc1cccc(NC(=O)c2ncn[nH]2)c1	-3	-0.1	-3.7	-15
CCOC(=O)c1sc2nc(CC(=O)OC)nc(Nc3cc(Sc4ccc(F)cc4)cc([N+](=O)[O-])c3)c2c1C	-6	0.0	0.1	7

# 4 successive entries already listed:
SMILES	TEAD-YAP block	FBW7 activator	GPR151 activ	MITF primary
O=C(Nc1ccnn1C1CCN(Cc2ccon2)CC1)c1ccc2c(c1)OCO2	-5	0.1	-0.1	0
COC(=O)CNC(=O)c1ccccc1Cl	-8	0.1	-0.9	-10
CN(C)c1ccc(NC(=O)CSc2nnc(-c3ccc(NS(C)(=O)=O)cc3)o2)cc1	16	-0.1	-0.8	4
CCOC(=O)c1ccccc1NC(=O)C(C)N1C(=O)c2cccc3cccc1c23 (stereo not drawn)	-16	0.1	0.8	-37

# (next part)
SMILES	TEAD-YAP block	FBW7 activator	GPR151 activ	MITF primary
Cc1nc2c(SCC(=O)NC(C)(C)C)nnc(-c3ccccc3)c2s1	9	0.0	4.2	8
COc1ccccc1C(=O)NNC(=O)c1ccc(NC(=O)CC(C)C)cc1	-101	0.5	-1.1	18
CC(=O)Nc1ccccc1NC(=O)c1ccc(C)c(Cl)c1	-1	0.1	0.4	12
CCOC(=O)c1cnn2c(C(F)(F)F)cc(-c3ccc(Br)cc3)nc12	-2	0.1	1.8	3
COc1cc(OC)cc(C(=O)N2CCC(n3nnc4cc(C)ccc43)CC2)c1	-7	0.3	0.9	10
COc1ccc(C2C(C(=O)Nc3ccc(F)cc3Cl)c3ccccc3C(=O)N2C2CCCCC2)cc1 (stereo not drawn)	3	-0.3	1.7	-2
CCc1cc(NCCCn2ccnc2)n2nc3nc(C)cc(C)c3c2n1	-5	-0.1	-1.5	6
CN(CC(=O)O/N=C(\N)c1ccccc1)S(=O)(=O)c1ccccc1	-15	-0.3	-0.3	-8
CCOc1ccccc1/C=C(\C#N)C(=O)Nc1ccc(C(=O)O)cc1	3	0.0	-1.9	11
CN1CCN(C(=O)c2ccccc2N)CC1	5	0.0	0.9	-5
O=[N+]([O-])c1ccc2nc(SCc3nc4ncccn4c3Br)[nH]c2c1	-13	-0.1	0.4	0
Cc1ccc(-c2ccc(=O)n(CC(=O)NCCCN3CC(C)CC(C)C3)n2)cc1 (stereo not drawn)	6	-0.1	1.1	6
Cc1ccc(Nc2nc3ccccc3s2)cc1	2	0.1	-0.5	-3
Cc1ccc(OCC(=O)N2CCN(c3ccccn3)CC2)cc1	6	0.0	0.7	2
CC(C)C[C@H]1NC(=O)[C@@H]2C[C@H](NCc3ccc(F)cc3F)CN2C1=O	-6	0.1	0.6	-11
CC(C)(C)C(=O)CN1CCN(c2ccccc2O)CC1	13	-0.2	-1.9	-4
CCCOc1cccc(C2c3c(oc4ccc(C)cc4c3=O)C(=O)N2CCCN(C)C)c1 (stereo not drawn)	-4	0.1	0.0	0
CCCCCOC(=O)C1=C(C)NC(=S)NC1c1ccccc1OC (stereo not drawn)	3	-0.1	0.2	-2
O=C(c1ccc(CS(=O)(=O)c2ccc(Br)cc2)o1)N1CCOCC1	-2	-0.3	-0.6	7
O=C(NCc1ccccc1CNC(=O)C(F)(F)F)C(F)(F)F	17	0.9	1.6	17
COc1ccc(OC)c(C2NC(=O)NC(C)=C2C(=O)OC(C)C)c1 (stereo not drawn)	-2	0.4	5.1*	22
O=C(CSCc1c(F)cccc1Cl)NNC(=S)NCc1ccco1	2	-0.1	0.1	-7
O=C(Nc1ccc(N2CCOCC2)cc1)c1ccnc(N2CCN(c3ccccn3)CC2)c1	8	0.3	1.7	4
CC1Cc2ccccc2N1C(=O)CN(C)S(=O)(=O)c1cc2c(cc1Cl)NC(=O)CO2 (stereo not drawn)	-14	0.6	-1.3	-8
COc1cc([N+](=O)[O-])ccc1NC(=S)NNC(=O)C1(C)CC1(Cl)Cl (stereo not drawn)	-6	-0.1	0.1	-5
O=C1CC(N2CCN(c3ccc([N+](=O)[O-])cc3)CC2)C(=O)N1CCc1ccccc1 (stereo not drawn)	6	-0.1	-0.7	-3
Cc1c(C(=O)Nc2ccccc2C(N)=O)sc2nc3n(c(=O)c12)CCCCC3	-20	0.0	0.0	1
O=C(Nc1nccs1)c1c(F)c(F)c(C(=O)Nc2nccs2)c(F)c1F	5	0.4	-0.6	16
COCCNC(=O)CCC(=O)N1CCC(N(C2CC2)S(=O)(=O)c2ccccc2)CC1	-5	0.3	1.6	15
COC(=O)c1ccc(COc2ccccc2/C=N/N2CCCCC2)cc1	-23	-0.1	0.4	8
N#Cc1cc2ccccc2nc1SCC(=O)Nc1c[nH]c(=O)[nH]c1=O	0	0.1	-0.5	-5
COc1cc(C(c2nnnn2C2CCCC2)N2CCc3ccccc3C2)ccc1O (stereo not drawn)	-4	0.1	-1.6	-16
COc1ccc(C2CC(c3cccs3)=NN2C(=O)CSc2nnc(CNC(=O)COc3ccccc3)n2CCc2ccccc2)cc1 (stereo not drawn)	7	-0.2	-0.9	-1
O=C(Nc1cccc(-c2nnn(CC(=O)N3CCc4ccccc4C3)n2)c1)C1CCC1	6	0.3	-1.3	-3
CCN(CCO)c1cc(NC(C)C)c2c3c(onc13)-c1ccccc1C2=O	12	-0.3	7.1*	24
Cc1ccc(NC(=O)OCc2ccccc2)cc1	-51	1.0	0.0	10
Cc1ccc(NC(=O)CCCc2nnc3n(C)c(=O)c4sccc4n23)cc1	-4	0.0	0.1	-1
CC(C(=O)NCc1cccnc1)N(c1ccccc1)S(C)(=O)=O (stereo not drawn)	9	0.1	0.7	10
CC(C)CC(=O)Nc1ccc(-c2nnn(CC(=O)NCCc3ccc(F)cc3)n2)cc1	13	-0.2	-0.1	4
CCOC(=O)C(NC(=O)c1ccc(OC)cc1)(Nc1sc2c(c1C(=O)OC)CCCC2)C(F)(F)F (stereo not drawn)	2	-0.1	0.0	9
FC(F)(F)c1ccc(NCc2cn3ccccc3n2)cc1	-44	-0.2	-4.3	9
O=C1CCCC2=C1C(c1ccc(Br)cc1)c1c([nH]c(=O)[nH]c1=O)N2 (stereo not drawn)	4	0.0	-1.3	11
COc1ccc(NC(=O)CN2C(=O)C(c3ccccc3)Oc3cccnc32)cc1OC (stereo not drawn)	-3	0.2	6.3*	-4
CCOc1ccc(-n2nnnc2-c2ccc3ccccc3n2)cc1	9	0.1	0.2	-3
O=C(NCCc1nnc2ccc(NCCc3ccccc3)nn12)c1ccccc1	6	0.1	-1.1	6
COc1ccc(C2=NN(C(=O)CCC(=O)O)C(c3ccc(Cl)cc3)C2)cc1 (stereo not drawn)	-7	-0.1	0.0	-4
Cc1ccccc1N1C(=O)Cc2ccccc2C1=O	-1	0.0	0.6	17
C/C(N)=C(/C#N)C(=O)COC(=O)c1ccc(C)c(S(=O)(=O)N2CCOCC2)c1	3	-0.2	-0.8	-2
CC1(c2ccc(OCC(N)=O)cc2)NC(=O)N(CC(=O)O)C1=O (stereo not drawn)	2	-0.1	1.5	2
COc1ccccc1NC(=O)CSc1nccn1Cc1ccc(C)cc1	3	-0.1	3.0	15
Cn1cnnc1SCC(=O)c1cc2ccccc2oc1=O	-10	0.1	-1.0	19
CCn1cccc(-c2nnc(SCC(=O)N(C)c3ccccc3)n2C)c1=O	11	-0.1	1.0	4
COc1ccc(NC(=O)c2ccc3ccccc3c2)c2ccccc12	-1	0.0	-0.4	4
CC(=O)OCC1OC(n2cc(F)c(=O)[nH]c2=O)C(OC(C)=O)C1OC(C)=O (stereo not drawn)	30	-0.1	0.8	-1
O=Cc1cc(Cc2ccccc2)cc([N+](=O)[O-])c1O	6	0.0	0.5	-8
Cc1cccc(NC(=O)c2ccc(NCc3ccc(Cl)c(Cl)c3)c([N+](=O)[O-])c2)c1	1	-0.2	-0.3	-2
CSc1nc(-c2ccco2)nc2c1c(=O)n(C)c(=O)n2C	-12	0.0	-1.7	-2
